High-throughput results as filed in PubChem.
AMPAR-TARP mod: modulators of GluA2-stargazin AMPA receptor complexes, primary screen, cell-based, membrane potential dye; AID 1259245, 2017; Voltage-dependent calcium channel gamma-2 subunit (Mus musculus) + Glutamate receptor 2 …; 3.5% of 40,000 active; HEK293 GluA2+stargazin, membrane potential dye (FDSS), glutamate EC50; hits were called plate by plate, in both directions; calls only at 30 µM;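 active = any of four per-well response measures lying three or more SD from its plate-wide compound average, in either direction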
Target sequence (O88602 whole entry, looked up): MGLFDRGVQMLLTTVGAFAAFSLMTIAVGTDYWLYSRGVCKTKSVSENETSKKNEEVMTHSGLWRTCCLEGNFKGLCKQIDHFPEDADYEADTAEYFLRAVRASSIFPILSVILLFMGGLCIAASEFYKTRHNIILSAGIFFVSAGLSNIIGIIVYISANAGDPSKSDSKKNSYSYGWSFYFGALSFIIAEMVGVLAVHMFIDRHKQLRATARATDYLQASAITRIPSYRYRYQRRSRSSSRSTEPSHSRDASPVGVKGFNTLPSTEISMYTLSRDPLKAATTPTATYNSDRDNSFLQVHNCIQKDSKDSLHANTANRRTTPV
Target sequence (P19491 whole entry, looked up): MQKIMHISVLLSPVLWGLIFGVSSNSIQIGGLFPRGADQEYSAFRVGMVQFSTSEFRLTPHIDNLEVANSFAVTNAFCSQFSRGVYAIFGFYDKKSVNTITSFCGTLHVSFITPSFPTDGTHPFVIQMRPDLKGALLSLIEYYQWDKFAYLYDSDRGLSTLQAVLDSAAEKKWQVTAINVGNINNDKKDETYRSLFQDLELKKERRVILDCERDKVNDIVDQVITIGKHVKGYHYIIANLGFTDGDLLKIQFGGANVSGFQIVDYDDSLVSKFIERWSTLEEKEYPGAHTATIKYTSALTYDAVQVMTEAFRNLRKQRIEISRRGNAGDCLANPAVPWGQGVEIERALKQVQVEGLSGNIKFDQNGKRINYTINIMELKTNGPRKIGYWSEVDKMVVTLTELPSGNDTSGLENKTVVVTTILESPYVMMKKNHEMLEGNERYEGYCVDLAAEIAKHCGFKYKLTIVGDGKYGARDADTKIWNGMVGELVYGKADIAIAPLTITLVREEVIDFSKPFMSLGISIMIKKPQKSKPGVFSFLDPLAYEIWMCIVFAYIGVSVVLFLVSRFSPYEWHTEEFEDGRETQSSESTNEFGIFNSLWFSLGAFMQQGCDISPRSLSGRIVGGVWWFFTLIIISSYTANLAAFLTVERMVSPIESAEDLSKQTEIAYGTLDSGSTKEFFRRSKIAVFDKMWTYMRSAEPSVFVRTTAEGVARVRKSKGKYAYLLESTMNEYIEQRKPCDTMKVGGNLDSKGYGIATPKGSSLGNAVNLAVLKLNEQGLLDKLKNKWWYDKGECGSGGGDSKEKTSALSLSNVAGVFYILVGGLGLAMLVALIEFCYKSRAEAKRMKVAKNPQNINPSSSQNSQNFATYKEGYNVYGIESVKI
AMPAR-TARP mod agonism max-min: further read-out of AMPAR-TARP mod, marked with its call; compound max-min signal; compound-alone response (agonism);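 unitless range of fluorescence divided by baseline over first 100 seconds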
AMPAR-TARP mod glutamate slope: further read-out of AMPAR-TARP mod, marked with its call; glutamate slope, % of max; measured here: glutamate response slope, % max;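 scaled per plate between vehicle wells and maximal 1 mM glutamate control wells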
Active calls of the source: *. These rows are one share of the data, so the mix of outcomes need not match the whole.

`O=C(c1cc2ccccc2oc1=O)N1CCN(Cc2nc(-c3cccs3)cs2)CC1` gave AMPAR-TARP mod inactive, AMPAR-TARP mod agonism max-min 0.13 and AMPAR-TARP mod glutamate slope 61.
Screening CCc1ccc(NC(=O)Cn2c(=O)n(CC(C)C)c(=O)c3nscc32)cc1 returned AMPAR-TARP mod inactive, AMPAR-TARP mod agonism max-min 0.13 and AMPAR-TARP mod glutamate slope 58.
For CCOC(=O)N1CCc2c(sc(NC(=O)c3ccn(C)n3)c2C(=O)OC)C1 the results were AMPAR-TARP mod active, AMPAR-TARP mod agonism max-min 0.24* and AMPAR-TARP mod glutamate slope 45*.
For CCOc1ccccc1NC(=O)Cn1cc(OC)c(=O)cc1CSc1nc(C)cc(C)n1 the results were AMPAR-TARP mod inactive, AMPAR-TARP mod agonism max-min 0.031 and AMPAR-TARP mod glutamate slope 62.
`CC(C)Oc1ccc(C(CCN2C(=O)CCC2=O)c2ccccc2)cc1` (stereo not given) gave AMPAR-TARP mod inactive, AMPAR-TARP mod agonism max-min 0.048 and AMPAR-TARP mod glutamate slope 45.
For CCOC(=O)c1c(SCC(=O)NCc2ccc3c(c2)OCO3)nc(=O)[nH]c1C the results were AMPAR-TARP mod inactive, AMPAR-TARP mod agonism max-min 0.042 and AMPAR-TARP mod glutamate slope 56.
Cc1ccc(Oc2ccc(N(C)C(=O)c3ccccc3C(F)(F)F)cc2)nn1 was read as AMPAR-TARP mod inactive, AMPAR-TARP mod agonism max-min 0.087 and AMPAR-TARP mod glutamate slope 67.
For CCn1nc(C)cc1C(=O)Nc1cc(C)cc(C)c1 the results were AMPAR-TARP mod inactive, AMPAR-TARP mod agonism max-min 0.09 and AMPAR-TARP mod glutamate slope 54.
Screening Cc1ncn(CC(=O)N2CCCC(c3nn(C)c(=O)n3-c3ccccc3)C2)c(=O)c1C (stereo not given) returned AMPAR-TARP mod inactive, AMPAR-TARP mod agonism max-min 0.13 and AMPAR-TARP mod glutamate slope 60.
For COCCCNC(=O)Cc1cc(-c2ccc(Cl)cc2)on1 the results were AMPAR-TARP mod inactive, AMPAR-TARP mod agonism max-min 0.076 and AMPAR-TARP mod glutamate slope 33.
Screening COc1ccccc1NC(=O)NC1CS(=O)(=O)CC1Cl (stereo not given) returned AMPAR-TARP mod inactive, AMPAR-TARP mod agonism max-min 0.11 and AMPAR-TARP mod glutamate slope 63.
`CN1CCN(C(CNS(=O)(=O)c2ccc(C(C)(C)C)cc2)c2cccn2C)CC1` (stereo not given) gave AMPAR-TARP mod inactive, AMPAR-TARP mod agonism max-min 0.049 and AMPAR-TARP mod glutamate slope 55.
`CSc1cccc(C(=O)Nc2nnc(-c3cccs3)o2)c1` gave AMPAR-TARP mod inactive, AMPAR-TARP mod agonism max-min 0.14 and AMPAR-TARP mod glutamate slope 68.
Screening CCCC[N+](C)(CCCC)CC(O)COc1ccc2ccccc2c1 (stereo not given) returned AMPAR-TARP mod inactive, AMPAR-TARP mod agonism max-min 0.094 and AMPAR-TARP mod glutamate slope 64.
Screening CCSc1nnc(NC(=O)CCc2csc(NC(=O)c3ccccc3)n2)s1 returned AMPAR-TARP mod inactive, AMPAR-TARP mod agonism max-min 0.08 and AMPAR-TARP mod glutamate slope 59.
COc1cc(C2C(C(=O)Nc3cccc(C(F)(F)F)c3)=C(C)NC3=C2C(=O)CC(C)(C)C3)ccc1O (stereo not given) was read as AMPAR-TARP mod inactive, AMPAR-TARP mod agonism max-min 0.096 and AMPAR-TARP mod glutamate slope 44.
Screening Cc1noc(C)c1S(=O)(=O)N1CCN(Cc2nc(-c3ccccc3)cs2)CC1 returned AMPAR-TARP mod inactive, AMPAR-TARP mod agonism max-min 0.15 and AMPAR-TARP mod glutamate slope 61.
Screening CCOc1ccc2ccccc2c1C(=O)NCC(O)(c1ccccc1)C(F)(F)F (stereo not given) returned AMPAR-TARP mod inactive, AMPAR-TARP mod agonism max-min 0.05 and AMPAR-TARP mod glutamate slope 63.
Screening O=S(=O)(NCCC(O)c1cccs1)c1ccccc1Cl (stereo not given) returned AMPAR-TARP mod inactive, AMPAR-TARP mod agonism max-min 0.11 and AMPAR-TARP mod glutamate slope 54.
For Cc1nnc(C2CCN(C(=O)C3CCN(S(C)(=O)=O)CC3)CC2)s1 the results were AMPAR-TARP mod inactive, AMPAR-TARP mod agonism max-min 0.076 and AMPAR-TARP mod glutamate slope 63.
`COc1ccc(OC)c(Nc2nc(CC(=O)NCCc3c[nH]c4ccccc34)cs2)c1` gave AMPAR-TARP mod inactive, AMPAR-TARP mod agonism max-min 0.22 and AMPAR-TARP mod glutamate slope 64.
For COCCn1cnc2c(-c3ccccc3)cn(CC(=O)Nc3cccc(C(C)=O)c3)c2c1=O the results were AMPAR-TARP mod inactive, AMPAR-TARP mod agonism max-min 0.03 and AMPAR-TARP mod glutamate slope 48.
Screening CC(=O)N1CCCc2ccc(NC(=O)C(=O)Nc3cc(Cl)ccc3C)cc21 returned AMPAR-TARP mod inactive, AMPAR-TARP mod agonism max-min 0.065 and AMPAR-TARP mod glutamate slope 44.
`COc1ccc(CC(=O)Nc2nc(-c3ccc(OC)c(OC)c3)cs2)cc1` gave AMPAR-TARP mod inactive, AMPAR-TARP mod agonism max-min 0.1 and AMPAR-TARP mod glutamate slope 54.
COc1ccc(S(=O)(=O)NCCCc2ccc(N(C)C)cc2)cc1F was read as AMPAR-TARP mod inactive, AMPAR-TARP mod agonism max-min 0.15 and AMPAR-TARP mod glutamate slope 47.
COc1ccc(S(=O)(=O)NCC2CCN(Cc3ccccc3)CC2)c(OC)c1 was read as AMPAR-TARP mod inactive, AMPAR-TARP mod agonism max-min 0.055 and AMPAR-TARP mod glutamate slope 56.
`O=S(=O)(NCC(c1cccs1)N1CCOCC1)c1ccc2c(c1)OCCO2` (stereo not given) gave AMPAR-TARP mod inactive, AMPAR-TARP mod agonism max-min 0.1 and AMPAR-TARP mod glutamate slope 81.
CC(Oc1ccccc1)C(=O)NCC1CCN(C(=O)NC(C)(C)C)CC1 (stereo not given) was read as AMPAR-TARP mod inactive, AMPAR-TARP mod agonism max-min 0.099 and AMPAR-TARP mod glutamate slope 55.
For O=C(NCCn1ncc2c(N3CCCC3)ncnc21)c1cccc(C(F)(F)F)c1 the results were AMPAR-TARP mod inactive, AMPAR-TARP mod agonism max-min 0.079 and AMPAR-TARP mod glutamate slope 45.
CCC(=O)c1ccc(OC(=O)COc2cc(C)ccc2C)cc1 was read as AMPAR-TARP mod inactive, AMPAR-TARP mod agonism max-min 0.077 and AMPAR-TARP mod glutamate slope -9.
`O=C1CN(C(=O)Cn2c(=O)[nH]c3ccccc3c2=O)CCN1` gave AMPAR-TARP mod inactive, AMPAR-TARP mod agonism max-min 0.15 and AMPAR-TARP mod glutamate slope 49.
CCCCC(=O)Nc1nnc(-c2ccnn2C(C)C)o1 was read as AMPAR-TARP mod inactive, AMPAR-TARP mod agonism max-min 0.05 and AMPAR-TARP mod glutamate slope 46.
For CC(=O)N1CCc2c(sc3nc(SCC(=O)N4CCOCC4)n(-c4ccccc4)c(=O)c23)C1 the results were AMPAR-TARP mod inactive, AMPAR-TARP mod agonism max-min 0.091 and AMPAR-TARP mod glutamate slope 43.
`O=C(CCSc1ccccc1)Nc1ccc2c(c1)CN(C(=O)C1CC1)CC2` gave AMPAR-TARP mod inactive, AMPAR-TARP mod agonism max-min 0.088 and AMPAR-TARP mod glutamate slope 61.
For Cn1c(=O)c2cc(C(=O)NCCN3CCOCC3)sc2n(C)c1=O the results were AMPAR-TARP mod active, AMPAR-TARP mod agonism max-min 0.22* and AMPAR-TARP mod glutamate slope 44*.
O=S(=O)(/C=C/c1ccccc1)N1CCN(c2ccc(-c3ccco3)nn2)CC1 was read as AMPAR-TARP mod inactive, AMPAR-TARP mod agonism max-min 0.043 and AMPAR-TARP mod glutamate slope 21.
Screening O=C(NCCN1CCn2cc(OCc3ccccc3)c(=O)cc2C1=O)c1ccc(=O)[nH]c1 returned AMPAR-TARP mod inactive, AMPAR-TARP mod agonism max-min 0.089 and AMPAR-TARP mod glutamate slope 62.
`COc1ccc2sc(=NC(=O)c3cc(C)no3)n(CCSC)c2c1` gave AMPAR-TARP mod active, AMPAR-TARP mod agonism max-min 0.19* and AMPAR-TARP mod glutamate slope 51*.
For O=S(=O)(NCCOc1ccc(-c2ccccc2)nn1)c1ccc(F)c(Cl)c1 the results were AMPAR-TARP mod inactive, AMPAR-TARP mod agonism max-min 0.057 and AMPAR-TARP mod glutamate slope 53.
Screening CCN(C1CCCCC1)S(=O)(=O)c1ccc(C(=O)Nc2ccc(F)cc2)cc1 returned AMPAR-TARP mod inactive, AMPAR-TARP mod agonism max-min 0.11 and AMPAR-TARP mod glutamate slope 63.
Screening COCCCN1COc2ccc3c(C)c(-c4ccc(OC)cc4)c(=O)oc3c2C1 returned AMPAR-TARP mod inactive, AMPAR-TARP mod agonism max-min 0.057 and AMPAR-TARP mod glutamate slope 37.
Screening CS(=O)(=O)Nc1ccc(Cl)c(N2CCCS2(=O)=O)c1 returned AMPAR-TARP mod inactive, AMPAR-TARP mod agonism max-min 0.036 and AMPAR-TARP mod glutamate slope 45.
Screening CCOc1ccc(NC(=O)Cc2csc(NC(=O)c3ccc(=O)[nH]c3)n2)cc1 returned AMPAR-TARP mod inactive, AMPAR-TARP mod agonism max-min 0.072 and AMPAR-TARP mod glutamate slope 30.
Cc1ccc(Nc2nc(C)c([N+](=O)[O-])c(N3CCCCC3)n2)cc1 was read as AMPAR-TARP mod inactive, AMPAR-TARP mod agonism max-min 0.12 and AMPAR-TARP mod glutamate slope 67.
For COCCNC(=O)Cn1nc2c(c1NC(=O)c1ccc(-c3ccccc3)cc1)CSC2 the results were AMPAR-TARP mod inactive, AMPAR-TARP mod agonism max-min 0.096 and AMPAR-TARP mod glutamate slope 62.
Screening COc1cc(COCC2CCN(C(=O)c3cccs3)CC2)cc(OC)c1 returned AMPAR-TARP mod inactive, AMPAR-TARP mod agonism max-min 0.061 and AMPAR-TARP mod glutamate slope 64.
For Cc1ccccc1N1CCN(CC(O)COc2ccc3ccccc3c2)CC1 (stereo not given) the results were AMPAR-TARP mod inactive, AMPAR-TARP mod agonism max-min 0.086 and AMPAR-TARP mod glutamate slope 53.
`Cc1ccsc1C(O)CNC(=O)c1cnccn1` (stereo not given) gave AMPAR-TARP mod inactive, AMPAR-TARP mod agonism max-min 0.1 and AMPAR-TARP mod glutamate slope 64.
`CC(Oc1ccccc1)C(=O)Oc1ccc2c(c1)ncn2C` (stereo not given) gave AMPAR-TARP mod inactive, AMPAR-TARP mod agonism max-min 0.17 and AMPAR-TARP mod glutamate slope 50.
Screening COc1ccc(Cl)cc1C(=O)NCC1CCN(S(=O)(=O)C2CC2)CC1 returned AMPAR-TARP mod inactive, AMPAR-TARP mod agonism max-min 0.072 and AMPAR-TARP mod glutamate slope 41.
For Cc1nn(-c2ccccc2)c(OC(=O)C23CC4CC(CC(C4)C2)C3)c1S(=O)(=O)c1ccccc1 the results were AMPAR-TARP mod inactive, AMPAR-TARP mod agonism max-min 0.072 and AMPAR-TARP mod glutamate slope 19.
For COc1ccc(SCC(=O)Nc2cccc(OC)c2)cc1 the results were AMPAR-TARP mod inactive, AMPAR-TARP mod agonism max-min 0.12 and AMPAR-TARP mod glutamate slope 66.
For COc1ccc(/C=C/C(=O)Nc2sc3c(c2C#N)CCC(C)C3)cc1OC (stereo not given) the results were AMPAR-TARP mod inactive, AMPAR-TARP mod agonism max-min 0.074 and AMPAR-TARP mod glutamate slope 62.
`CCOC(=O)Nc1ccc(N2CCCS2(=O)=O)cc1` gave AMPAR-TARP mod inactive, AMPAR-TARP mod agonism max-min 0.029 and AMPAR-TARP mod glutamate slope 45.
Screening COc1ccc2c(CC(=O)NCc3cccnc3)cc(=O)oc2c1 returned AMPAR-TARP mod inactive, AMPAR-TARP mod agonism max-min 0.093 and AMPAR-TARP mod glutamate slope 60.
Screening CCOC(=O)Cn1c(=NC(=O)c2ccn(C)n2)sc2cc3c(cc21)OCCO3 returned AMPAR-TARP mod inactive, AMPAR-TARP mod agonism max-min 0.1 and AMPAR-TARP mod glutamate slope 64.
For O=C(NC1CCCC1)c1cc(-c2ccc(Br)cc2)on1 the results were AMPAR-TARP mod inactive, AMPAR-TARP mod agonism max-min 0.088 and AMPAR-TARP mod glutamate slope 53.
`COc1ccc(NC(=O)c2nnn(-c3ccc(C)c(F)c3)c2C)cc1` gave AMPAR-TARP mod inactive, AMPAR-TARP mod agonism max-min 0.1 and AMPAR-TARP mod glutamate slope 61.

Retrieved by structure from the entries so far:
For O=S(=O)(NCCOc1ccc(-c2ccccc2)nn1)c1ccc(F)c(Cl)c1 the results were AMPAR-TARP mod inactive, AMPAR-TARP mod agonism max-min 0.057 and AMPAR-TARP mod glutamate slope 53.
For COCCNC(=O)Cn1nc2c(c1NC(=O)c1ccc(-c3ccccc3)cc1)CSC2 the results were AMPAR-TARP mod inactive, AMPAR-TARP mod agonism max-min 0.096 and AMPAR-TARP mod glutamate slope 62.
`CC(Oc1ccccc1)C(=O)Oc1ccc2c(c1)ncn2C` (stereo not given) gave AMPAR-TARP mod inactive, AMPAR-TARP mod agonism max-min 0.17 and AMPAR-TARP mod glutamate slope 50.
`O=C(c1cc2ccccc2oc1=O)N1CCN(Cc2nc(-c3cccs3)cs2)CC1` gave AMPAR-TARP mod inactive, AMPAR-TARP mod agonism max-min 0.13 and AMPAR-TARP mod glutamate slope 61.
For Cc1ccccc1N1CCN(CC(O)COc2ccc3ccccc3c2)CC1 (stereo not given) the results were AMPAR-TARP mod inactive, AMPAR-TARP mod agonism max-min 0.086 and AMPAR-TARP mod glutamate slope 53.
CCCCC(=O)Nc1nnc(-c2ccnn2C(C)C)o1 was read as AMPAR-TARP mod inactive, AMPAR-TARP mod agonism max-min 0.05 and AMPAR-TARP mod glutamate slope 46.
